# Screening data deposited in PubChem BioAssay by several laboratories.
# N-glyco inh: increase of ERlucT glycosylation luciferase signal, primary screen, N-linked glycosylation inhibitor project, D54 ERlucT cells, luminescence, set 2 | D54 ERlucT glycosylation luciferase reporter, 24 h; percent of 100 nM tunicamycin response | reporter increase, % at 12.5 µM | hit rate 0.23% among 360,000;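 active = mean luciferase reporter signal, scaled so untreated is 0 and the glycosylation-blocking control 100, at or above a set limit in every replicate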;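 note: luciferase carries N-glycosylation sites so blocking glycosylation raises the light; 0% = median of neutral control wells and 100% = median of 100 nM tunicamycin wells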
# m5-HT2A agonist: mouse Htr2a agonists via beta-arrestin recruitment, primary screen, cell-based, luminescence | CHO-K1 mHTR2A beta-arrestin complementation; percent of 30 µM serotonin response | activation, % at 7.6 µM | hit rate 0.66% among 360,000 | AID 624169, 2012;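 active = activation above a run cutoff, the mean activation of all tested compounds plus 3 SD, cut at about 14% in these data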;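 note: 0% = plate median of compound wells and 100% = 30 µM serotonin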
# CaV13 ICDI inh: Disruptors of the CACNA1D IQ motif to Ca2+-dependent inactivation inhibitor domain association, primary screening, Förster resonance energy transfer in intact living …; HEK cells, CFP/YFP FRET ICDI-IQ, plate reader, 10 min; percent FRET-ratio fall versus neutral wells; inhibition, % at 12.3 µM; hit rate 0.098% among 340,000; AID 743397;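 active = mean replicate inhibition of at least 30% and at least 1% of replicates passing that level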;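 note: 0% = median of the neutral control wells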
# MC4R barr agon: MC4R agonists recruiting beta-arrestin, primary screen, cell-based, luminescence, agonist arm of biased-ligand search | U2OS MC4R beta-arrestin complementation; percent of melanotan II response, DMSO zero | hit rate 0.98% among 360,000 | activation, % at 8.9 µM | Melanocortin receptor 4 (Homo sapiens), P32245;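 active = activation above a per-plate cutoff, the mean activation of sample wells on that plate plus 3 SD, cut at about 8% in these data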
# MC4R antag cAMP: MC4R antagonists of cAMP signaling, primary screen, cell-based, TR-FRET, antagonist arm of biased-ligand search | Melanocortin receptor 4 (Homo sapiens), P32245 | MC4R-expressing cells, MTII-stimulated cAMP, LANCE TR-FRET | inhibition, % at 6.5 µM | hit rate 0.48% among 360,000;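 active = inhibition above its plate's cutoff, the mean of tested wells on that plate plus 3 SD, cut at about 29% in these data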;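 note: 0% = Melanotan II alone and 100% = Melanotan II plus saturating MCL0020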
#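 Assay system: human MC4R-expressing U2OS cells; reagent: Melanotan II stimulation of cells; dosing: 6.5 µM single dose; timing: compound 30 min, challenge 1 h, detection 1 h; signal: TR-FRET cAMP assay; replicates: one well per compound, no replicates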
# PDI inh: inhibitors of human PDI, primary screen, biochemical, turbidity, single point, plate reader. Protein disulfide-isomerase (Homo sapiens), P07237. PDI insulin aggregation turbidity, A650, 90 min. inhibition, % at 10 µM. hit rate 0.052% among 350,000. AID 588391, 2011;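 active = mean inhibition across replicates of 30% or more, whatever share of single replicates reach that level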;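 note: absorbance from insulin aggregation driven by PDI reduction with DTT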
# Granule exo inh: LAMP-1 surface exposure blockers, TALL-104 cells – cell-based, flow cytometry, MLPCN library, primary screen. TALL-104 LAMP-1 surface exposure; cells stimulated with thapsigargin and PMA. inhibition, % at 10 µM. hit rate 0.66% among 360,000. AID 651702, 2012;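 active = inhibition above about 55%, limit read from the data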
# ABHD5-PLIN5 inh: ABHD5-PLIN5 interaction inhibitors, primary screen, cell lysate, split luciferase complementation, luminescence | Perilipin-5 (Homo sapiens) + 1-acylglycerol-3-phosphate O-acyltransferase ABHD5 (Homo … | Split G. princeps luciferase complementation, 4 h | inhibition, % at 4 µM | hit rate 0.78% among 360,000;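 active = inhibition above the mean inhibition across every tested compound plus 3 SD, cut at about 22% in these data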;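 note: 0% = DMSO only wells and the 100% control is not disclosed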
# Target sequence (Q00G26 whole entry, looked up): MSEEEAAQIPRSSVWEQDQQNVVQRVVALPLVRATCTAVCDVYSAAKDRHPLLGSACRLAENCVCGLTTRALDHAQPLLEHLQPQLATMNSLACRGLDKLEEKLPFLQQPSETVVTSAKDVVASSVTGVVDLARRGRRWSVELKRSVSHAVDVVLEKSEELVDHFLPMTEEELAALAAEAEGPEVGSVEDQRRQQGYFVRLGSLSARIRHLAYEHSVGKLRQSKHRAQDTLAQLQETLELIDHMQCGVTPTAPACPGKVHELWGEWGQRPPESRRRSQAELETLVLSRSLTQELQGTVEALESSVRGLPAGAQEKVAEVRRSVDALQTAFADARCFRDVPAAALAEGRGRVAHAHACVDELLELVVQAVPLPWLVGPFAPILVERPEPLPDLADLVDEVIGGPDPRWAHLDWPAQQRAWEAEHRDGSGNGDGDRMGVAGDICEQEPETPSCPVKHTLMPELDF
# Target sequence (Q8WTS1 whole entry, looked up): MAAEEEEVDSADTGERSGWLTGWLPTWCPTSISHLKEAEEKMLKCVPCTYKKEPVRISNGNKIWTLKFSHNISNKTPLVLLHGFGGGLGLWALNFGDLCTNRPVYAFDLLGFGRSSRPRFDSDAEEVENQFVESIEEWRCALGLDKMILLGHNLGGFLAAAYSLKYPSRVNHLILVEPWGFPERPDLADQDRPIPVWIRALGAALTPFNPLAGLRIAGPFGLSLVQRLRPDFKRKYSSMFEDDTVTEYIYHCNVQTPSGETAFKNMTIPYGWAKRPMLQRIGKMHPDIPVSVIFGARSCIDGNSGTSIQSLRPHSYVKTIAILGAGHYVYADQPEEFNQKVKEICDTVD
# H9c2 protect: cardioprotection against H2O2-induced cell death, primary screen, uHTS, H9c2 cells, ATPLite luminescence; hit rate 0.63% among 360,000; protection from H2O2 cell death, % at 20 µM; H9c2 cardiomyocytes, H2O2 injury protection, 2 h; AID 588492, 2011;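 active = compounds giving at least 50% protection of heart cells from peroxide-induced death in the single-dose screen, raw or plate-pattern-corrected value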;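 note: 0% = DMSO wells with peroxide and 100% = DMSO wells without peroxide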
# ABCB6 inh MLPCN: ABCB6 transporter inhibitors, primary screen, K562-ABCB6 cells, flow cytometry, MLPCN library; ATP-binding cassette sub-family B member 6 (Homo sapiens), Q9NP58; K562-ABCB6 porphyrin accumulation, 1 h; stronger effect = lower value; fluorescence ratio to DMSO, % at 10 µM; hit rate 0.19% among 360,000; AID 602162, 2011;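 active = fluorescence ratio to DMSO below 75%, the collection mean minus 3 SD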;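 note: signal is porphyrin accumulated inside mitochondria; 100% equals median channel fluorescence of DMSO control wells; lower ratio means ABCB6 inhibition with less porphyrin fluorescence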
# An asterisk follows results filed as active; · = no result given.
SMILES,N-glyco inh,m5-HT2A agonist,CaV13 ICDI inh,MC4R barr agon,MC4R antag cAMP,PDI inh,Granule exo inh,ABHD5-PLIN5 inh,H9c2 protect,ABCB6 inh MLPCN
CCOc1cccc(CN2CCCC(C(=O)c3cc(Cl)ccc3OC)C2)c1O (centres undefined),-3,23*,-20,1.9,-6,3,80*,8,-5,100
COc1ccccc1N1CCN(C(=S)NC(=O)/C=C/c2ccc(F)cc2)CC1,4,-6,-20,-1.4,4,-6,-3,-4,-4,98
CC(C)C[C@@H]1COc2cccc(N3CCSCC3)c2S(=O)(=O)N1,·,-1,-11,·,·,·,-1,-6,·,96
O=C(NC1CCCCCC1)c1c(O)nc2sccn2c1=O,1,8,-4,-2.1,6,3,6,15,0,100
COC(=O)CNC(=O)C(Cc1c[nH]c2ccccc12)NC(=O)OC(C)(C)C (centres undefined),0,3,-5,-0.7,15,5,-1,9,-18,104
CCCCCCn1c(-c2ccco2)nc2oc3cc(OC)ccc3c(=O)c2c1=O,-1,2,-4,1.8,7,3,7,-5,3,91
N#CC1(NC(=O)COC(=O)c2ccccc2SCC(=O)N2CCCC2)CCCCC1,1,0,-2,-3.4,0,3,-2,-5,5,97
COc1cc(NC(=O)CN(C)S(=O)(=O)c2ccc3c(c2)CCC(=O)N3)cc(OC)c1,0,0,-4,0.8,0,8,4,-3,12,103
O=C(CSc1nn(-c2ccc(Cl)cc2)c(=S)s1)N1CCN(C(=O)c2ccco2)CC1,1,5,·,0.0,-2,-5,-2,7,-7,98
CC(=O)c1c(-c2ccc(Cl)cc2)c2ccccc2[nH]c1=O,2,-3,11,-1.8,3,-2,-2,-4,-5,101
CCc1nc(SCC(=O)c2ccccc2)c2ccccc2n1,3,-1,39*,2.1,7,-8,9,-4,16,97
Cc1ccc(-c2nc(C(F)(F)F)cc(=O)[nH]2)cc1,3,12,-4,0.1,-3,3,4,4,-2,96
CCN(C[C@H]1N[C@@](Cc2ccccc2)(C(=O)OC)[C@H]2C(=O)N(Cc3ccccc3)C(=O)[C@@H]12)C(=O)NC(C)C,0,-3,-7,-0.2,3,19,-7,-8,5,96
COC(=O)c1c(S(=O)(=O)NCc2ccccc2)sc(C(=O)O)c1C,-1,0,-4,0.5,3,0,-1,5,-12,94
CC(C)N1CCC(N2CCN(CCCc3ccccc3)CC2CCO)CC1 (centres undefined),-3,-3,-7,0.5,26,-3,-4,-6,5,102
COc1ccc(C2CC(C(F)(F)F)n3nc(C(=O)O)cc3N2)cc1 (centres undefined),1,-5,-16,0.2,5,0,-1,-5,2,100
CSCC[C@H](NC(=O)C1CCN(S(=O)(=O)c2ccc(C)cc2)CC1)C(=O)NC1CCS(=O)(=O)C1 (some centres undefined),2,0,-3,-0.8,10,-2,1,7,-3,102
O=C1CN(C(=O)c2cc3ccccc3oc2=O)C(c2ccccc2)c2cc(F)ccc2N1 (centres undefined),-1,1,-6,-0.9,9,5,-2,3,2,96
Cc1ccc(C)c2c1CCCC2=O,0,2,-6,-1.1,0,0,0,-2,-2,100
COc1cccc(/C(C)=N/NC(=O)c2cc(-c3cccnc3)nc3ccccc23)c1,3,-7,5,-3.7,2,2,3,-3,4,112
CC(C(=O)Nc1ccccc1Br)c1ccc([N+](=O)[O-])cc1 (centres undefined),2,1,-3,0.3,-1,-6,-3,7,4,99
COc1ccc(C(=O)NNC(=O)COC(=O)c2sccc2C)cc1,2,0,-6,-1.2,-5,1,2,-4,5,91
CC(C)c1ccc(Nc2nnc(SC3CCOC3=O)s2)cc1 (centres undefined),2,4,-5,-2.9,31*,4,0,0,-14,100
COc1ccc(CC(N)c2csc(NC(=O)c3ccc(OC)cc3)n2)cc1 (centres undefined),-5,6,-12,-0.1,-1,4,-5,1,9,95
CC(C)Cn1nc(NC(=O)C2CCCO2)c2cc3ccccc3nc21 (centres undefined),1,5,2,-2.1,0,-5,8,2,20,109
O=C1CN(CN2CCCCC2)C(=O)CN1CN1CCCCC1,1,-2,-2,·,·,·,3,4,2,99
Cc1ccc2cc(C)c(N3CCN(c4ccccn4)CC3)nc2c1,-1,-6,-4,-0.3,-3,-5,-3,-8,-15,100
NC(=O)c1ccsc1NC(=O)C1CCCN1S(=O)(=O)c1ccc(Cl)cc1 (centres undefined),2,4,-5,-1.4,0,-2,0,0,4,99
CC(OC(=O)CCOc1ccccc1)C(=O)NC1CC1 (centres undefined),1,-4,-6,-2.2,-2,5,8,-8,1,103
CN(C)C(CNC(=O)c1ccc(S(=O)(=O)Nc2ccccc2F)cc1)c1ccco1 (centres undefined),0,-3,-3,-0.6,-6,12,1,-4,-3,97
Cc1cccc(NC(=S)NC23CN4CN(CN(C4)C2)C3)c1C,0,-2,-5,0.4,2,4,-3,-2,0,95
CC1CCN(c2c(NCC3CCC(C(=O)NCc4ccccc4Cl)CC3)c(=O)c2=O)CC1 (centres undefined),0,19*,-6,-0.3,14,-3,0,-7,0,98
Cc1c(C(=O)N2CCOCC2)c(S(=O)(=O)Nc2ccc(C(C)C)cc2)c(C)n1C,-1,-2,-7,2.0,7,2,-5,4,-4,98
CCNc1ccc(S(=O)(=O)N(C)C)cc1NCC(=O)Nc1c(F)cccc1F,-1,2,-3,1.2,-6,6,0,7,5,99
Cc1ccccc1C(=O)Oc1cccc2c(O)cccc12,4,3,-13,1.8,6,-5,-12,-2,-7,99
OC(CCc1cccc(Cl)c1)c1cccs1 (centres undefined),-2,2,-4,3.3,4,-2,-2,-4,2,97
CCOC(=O)c1ccc(Nc2nc(C)cc(C)c2C#N)cc1,3,-6,-5,1.8,13,-6,-2,-2,3,96
CCC(C)NC(=O)COc1ccc(Br)c(C)c1 (centres undefined),-2,-1,-6,-1.1,16,-2,2,1,-5,96
CSc1nc(-c2ccc(C)cc2)[nH]c1S(=O)(=O)c1ccccc1,-1,-11,-4,-0.7,2,5,0,-4,-9,97
COCCNC(=O)CCCn1c(=O)c2cc(OC)c(OC)cc2n(CC(=O)c2cccc(OC)c2)c1=O,1,2,-17,-1.6,13,22,1,-3,40,98
COc1ccc2nc(NCCO)[nH]c2c1,0,4,-5,-2.2,5,-1,7,-1,-4,96
CSc1ccc(CN(C)C(=O)CNC(=O)CNS(=O)(=O)c2ccc(C)c(C)c2)cc1,-1,-5,-4,-0.1,5,-50,9,8,-11,94
O=[N+]([O-])c1ccccc1CNCCCCO,-1,8,-11,-1.0,-3,-4,-3,-6,11,104
O=C1c2ccccc2C(=O)N1CCc1nc2ccccc2c(=O)n1-c1ccccn1,0,-2,0,-2.0,3,-3,0,-4,4,93
COC(=O)[C@@H](Cc1c[nH]c2ccccc12)NC(=O)CCC(=O)c1ccc(Br)cc1,-1,2,-5,-0.7,14,11,-6,-3,-5,97
NC(=O)[C@@H]1CC2(CC(c3cccc(NC(=O)CC(c4ccccc4)c4ccccc4)c3)=NO2)CN1C(=O)[C@@H]1CCC(=O)N1 (some centres undefined),1,1,-11,-1.4,5,-1,3,2,-7,96
CC(=O)NC12CC3CC(C1)CC(C(=O)N(C)CC(=O)Nc1ccccc1Cl)(C3)C2,0,6,-3,-1.7,3,6,0,-1,-3,101
O=C(NNc1cc(Cl)ccc1Cl)c1c(F)cccc1Cl,-1,-4,-3,-0.6,-8,-1,0,-1,17,93
Cc1ccc(-n2nnnc2CNC(=O)c2ccc(Br)o2)cc1C,1,-1,-3,-1.4,15,-3,-1,1,4,93
CCn1cc(/C=C(\NC(=O)c2ccccc2F)C(=O)NCCN2CCOCC2)c2ccccc21,2,-6,-19,-1.7,2,-9,1,5,5,105
Cc1cc(C(=O)COC(=O)c2cccc(NS(C)(=O)=O)c2)c(C)n1CC1CCCO1 (centres undefined),-16,4,-6,-2.5,24,2,-6,-3,-15,98
O=C(O)c1cc(-c2ccccc2)nc2ccccc12,-1,1,-6,0.3,11,-1,-5,-6,-13,97
CCOC(=O)CCc1c(C)nc2cc(C3CCCN(C(=O)OC(C)(C)C)C3)[nH]n2c1=O (centres undefined),0,4,·,-0.9,12,-10,0,-2,18,94
O=C(O)CN1C(=O)C(=O)N(Cc2ccc(Cl)cc2Cl)C1=O,1,1,-2,-0.8,4,-6,3,2,-4,99
O=C(NC(=S)Nn1cnnc1)c1cccc(Br)c1,-1,3,-3,1.3,7,1,0,2,14,97
O=S(=O)(NCc1csc(-c2cccs2)n1)c1ccc(Cl)cc1,-1,3,-2,0.7,3,8,-3,-1,-7,100
C=CCn1c(C(C)NC(=O)c2ccccc2)n[nH]c1=S (centres undefined),1,5,·,-1.4,-1,4,-2,2,-2,100
Cc1ccc(C)n1NC(=O)c1cccc(Cl)c1,-2,4,-3,-1.6,0,2,0,-2,-3,79
Cc1cc(NC(=O)c2c(F)cccc2F)n(-c2nc3ccccc3[nH]2)n1,-6,2,-9,1.1,-25,-10,0,8,-16,71*
C[C@H]1CN([C@@H](C)CO)C(=O)CCCn2cc(nn2)CO[C@@H]1CN(C)C(=O)Nc1ccc(C(C)(C)C)cc1,-1,-2,-6,-0.9,14,-3,-6,4,4,99
# The list continues.
SMILES,N-glyco inh,m5-HT2A agonist,CaV13 ICDI inh,MC4R barr agon,MC4R antag cAMP,PDI inh,Granule exo inh,ABHD5-PLIN5 inh,H9c2 protect,ABCB6 inh MLPCN
COC(=O)CSc1nnc(Cc2cc(=O)[nH]c(=O)[nH]2)n1-c1cccc(OC)c1,4,8,-4,1.6,11,-2,1,1,7,105
CCc1ccc(N2CCN(C(=O)c3ccc(OC)c(OC)c3)CC2)cc1,-1,5,-3,-1.4,0,·,-2,2,-9,104
Cc1c(N(C)S(=O)(=O)c2cccc(C(=O)NC(C)C)c2)c(=O)n(-c2ccccc2)n1C,-1,4,-5,-1.4,2,-1,-2,-18,-1,86
COC(=O)c1cc(Br)c(=O)n(Cc2ccc(OC)c(OC)c2)c1,1,-6,-7,-2.0,3,4,0,-2,-5,106

# Grouped by structure, those above with a CF3 group (2)
SMILES,N-glyco inh,m5-HT2A agonist,CaV13 ICDI inh,MC4R barr agon,MC4R antag cAMP,PDI inh,Granule exo inh,ABHD5-PLIN5 inh,H9c2 protect,ABCB6 inh MLPCN
Cc1ccc(-c2nc(C(F)(F)F)cc(=O)[nH]2)cc1,3,12,-4,0.1,-3,3,4,4,-2,96
COc1ccc(C2CC(C(F)(F)F)n3nc(C(=O)O)cc3N2)cc1 (centres undefined),1,-5,-16,0.2,5,0,-1,-5,2,100
